aSyn tox rescue: rescues yeast growth from alpha-synuclein toxicity | AID 1347070 | S. cerevisiae alpha-synuclein toxicity rescue, BacTiter-Glo growth, 24 h | Potency, µM (titrated, usually from 46.1 µM), for the others: at the highest dose growth rescue (activation), hits mostly activators | 0.02% of 94,000 active; active = well fitted activation curve with a large enough effect; inconclusive = small, poorly fitted or top-dose-only effect; also: 0% is about no effect
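Growth restoration measured by BacTiter-Glo luminescence after 24 hr at 30 deg C; alpha-synuclein yeast, raffinose-pregrown to mid-log, were added at OD600=0.02 in galactose medium onto pinned compounds.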
* marks the source's active call; other numbers are inactive results; ? = inconclusive; [ ] = another dose, or the depositor's remark. Potency is read from the fitted curve at half-maximal effect.

SMILES	aSyn tox rescue
COc1ccc(Br)cc1C1SCC(=O)Nc2c1c(C)nn2-c1ccccc1C (stereo not given)	-13%
O=[N+]([O-])c1cnc2ccc3ccccc3c2c1	3%
O=C(O)C(O)(c1ccc(Cl)cc1)C1(O)CCCC1 (stereo not given)	1%
CCC1(C(=O)c2ccccc2)C2c3ccccc3OC(=O)C21C(C)=O (stereo not given)	4%
Cc1ccc(NC(=O)c2snnc2C)cc1Cl	-3%
C[C@@H]1CN([C@@H](C)CO)C(=O)CCCn2nncc2CO[C@@H]1CN(C)C(=O)Oc1cccc2ccccc12	3%
N#Cc1ccccc1NC(=O)c1cccn(Cc2ccccc2)c1=O	-6%
Fc1ccccc1CN1Cc2ccccc2-n2nncc2C1	9%
CSc1ncc(C(=O)Nc2ccc(Cl)cc2C(=O)c2ccccc2)c(C)n1	-4%
CCC(C)N1C(=O)/C(=C\c2ccc(N3CCCCCC3)cc2)C(=O)NC1=S (stereo not given)	-12%
COc1ccc(-n2c(/C=C\c3ccccc3F)nc3ccccc3c2=O)c(OC)c1	13%
c1ccc2[nH]c(CCN3CCCCC3)nc2c1	-4%
CC(Cc1ccccc1)NC(N)=O (stereo not given)	-1%
Cc1nccn1Cc1ccc(Cl)nc1	-5%
CC(=O)c1ccc(NC(=O)c2sc3nc4c(cc3c2N)N2CCC4CC2)cc1	-5%
COc1ccc(C(SCC(NC(=O)OCc2ccccc2)C(=O)O)c2ccc(OC)cc2)cc1 (stereo not given)	-8%
N#Cc1ccccc1OCC(=O)N1CCN(CC(=O)Nc2ccc(F)cc2)CC1	6%
COc1ccccc1C1=NCc2nnc(CSC)n2-c2ccc(Cl)cc21	8%
COc1ccc(C2=NCC(=S)Nc3ccc(Cl)cc32)cc1OC	3%
CNC(=O)OCCc1n(C)cc[n+]1C	8%
CCOc1ccc(-c2c(C)n(-c3ccc(OCC)cc3)c3[n+]2CCCCC3)cc1	3%
O=C(c1cccnc1)N1Cc2ccccc2-n2nncc2C1	3%
CCCCc1ccc(NC(=O)c2cccn(Cc3ccc(Cl)cc3)c2=O)cc1	1%
COc1ccccc1CN1CCN(C(=O)COc2cccc(C)c2)CC1	2%
Cc1ccc(Cn2cccc(C(=O)Nc3cc([N+](=O)[O-])ccc3C)c2=O)cc1	-15%

The last 7 compounds of the part above open the next one:
SMILES	aSyn tox rescue
COc1ccc(C2=NCC(=S)Nc3ccc(Cl)cc32)cc1OC	3%
CNC(=O)OCCc1n(C)cc[n+]1C	8%
CCOc1ccc(-c2c(C)n(-c3ccc(OCC)cc3)c3[n+]2CCCCC3)cc1	3%
O=C(c1cccnc1)N1Cc2ccccc2-n2nncc2C1	3%
CCCCc1ccc(NC(=O)c2cccn(Cc3ccc(Cl)cc3)c2=O)cc1	1%
COc1ccccc1CN1CCN(C(=O)COc2cccc(C)c2)CC1	2%
Cc1ccc(Cn2cccc(C(=O)Nc3cc([N+](=O)[O-])ccc3C)c2=O)cc1	-15%
Cc1ccc(C2C(=O)NC(=O)NC2=O)cc1	-2%
Cc1ccccc1C(=O)N1Cc2ccccc2-n2nncc2C1	-2%
Cc1nnc(NC(=O)c2cccn(Cc3ccccc3)c2=O)s1	-9%
CSc1nc(N2CCN(C)CC2)c2ccccc2n1	1%
COC(=O)C1=C(c2ccc(OCc3ccccc3)cc2)C[C@@H]2CC[C@H]1N2C	1%
CCC12CN3CC(CC)(CN(C1)C3c1ccccn1)C2=O (stereo not given)	5%
Cn1cccc1/C=C1/C(=O)NC(=S)N(Cc2ccc(F)cc2)C1=O	0%
Cc1cc(OCC(=O)N2C[C@H]3C[C@@H](C2)c2cccc(=O)n2C3)c2c(C)cc(=O)oc2c1	-6%
O=C(NC(=S)N1CC1)c1ccccc1	-1%
C/C=C1/CN2C3CC1C(CO)(C(=O)OC)C2Cc1c3n(C)c2ccccc12 (stereo not given)	1%
C[C@]12CCC3C(CCC4=CC(O)CC[C@@]43/C=N/O)C1(O)CCC2C1=CC(=O)OC1 (stereo not given in full)	0%
O=C(COc1ccccc1F)N1CCN(Cc2cc(=O)n3nc(-c4ccccc4Cl)sc3n2)CC1	3%
COc1cccc(N=Nc2c(O)[nH]c(=S)[nH]c2=O)c1	-2%
Cc1ccc(-n2c(/C=C/c3ccc(Br)s3)nc3ccccc3c2=O)cc1	-3%
O=c1[nH]c(=S)[nH]c(O)c1N=Nc1ccc(SC(F)F)cc1	-6%
COc1ccc(OCC(=O)N2CCN(Cc3cc(=O)n4nc(-c5ccccc5C)sc4n3)CC2)cc1	1%
COc1ccc(Cl)cc1NC(=O)CN1C(=O)CN=C(c2ccccc2)c2cc(Cl)ccc21	?
Cc1ccc2nc(NC(=O)c3cccn(Cc4ccc(Cl)cc4)c3=O)sc2c1	-5%
CCCCCCC(=O)N/N=C/c1c(O)n(CCCC)c(=S)[nH]c1=O	-2%
COc1cccc(NC(=O)CN2CC(c3ccccc3)CC2=O)c1 (stereo not given)	7%
CN(C)C1CCc2[nH]c3c(F)cc(F)cc3c2C1 (stereo not given)	0%
COc1cccc(-n2c(/C=C\c3ccc(Cl)cc3)nc3ccccc3c2=O)c1	2%
Cc1ccc(OCC(=O)N2CCN(Cc3ccc4c(c3)OCO4)CC2)cc1	0%
O=c1[nH]c(=S)n(-c2ccc(Br)cc2)c(O)c1C=Nc1ccc(N2CCOCC2)cc1	-5%
Cc1nn(Cc2ccccc2)c(C)c1C(=O)NCc1ccccc1	-6%

Entries listed so far that have a thiophene ring, fused or not (2):
SMILES	aSyn tox rescue
CC(=O)c1ccc(NC(=O)c2sc3nc4c(cc3c2N)N2CCC4CC2)cc1	-5%
Cc1ccc(-n2c(/C=C/c3ccc(Br)s3)nc3ccccc3c2=O)cc1	-3%

(list continues)
SMILES	aSyn tox rescue
COc1ccc(NC(C)=O)cc1NC(=O)c1cccn(Cc2ccccc2)c1=O	-2%
O=C(c1cc(Cl)cc(Cl)c1)N1Cc2ccccc2-n2nncc2C1	1%
Cc1cccc(CN2C(=O)CN=C(c3ccccc3)c3ccccc32)c1	-8%
CCN(CC)c1ccc([N+](=O)[O-])c2cccnc12	-1%
O=C1CC(c2c(F)cccc2Cl)c2c(c3ccccc3oc2=O)O1 (stereo not given)	7%
CC(Cc1ccc(O)cc1)NCC(O)c1ccc(O)c(O)c1 (stereo not given)	-3%
C[C@@H]1CN([C@@H](C)CO)C(=O)CCCn2nncc2CO[C@@H]1CN(C)C(=O)Oc1ccc2ccccc2c1	9%
O=c1[nH]c(=S)n(-c2ccc(Cl)cc2)c(O)c1/C=N/N1CCOCC1	2%
CN1C2CCC1/C(=C/c1ccccn1)C(=O)/C2=C\c1ccccn1	10%
Cc1ccc(C(C)(C)C)c(OCC(=O)Nc2ccc(Cl)cc2C(=O)c2ccccc2)c1	7%
COc1ccccc1OCCCn1cc(C(C)=O)c2ccccc21	11%
CC(C)CCNC(=O)c1cc(C(=O)c2cc(Br)ccc2O)cn(CCC(C)C)c1=O	-43%[inhibitor]
CCOC(=O)c1nsnc1NCCCl	-24%
COc1cc(OC)c(OC)cc1C=O	-4%
CC(C)N1CCN(Cc2ccccc2C(F)(F)F)CC1CCO (stereo not given)	-2%
O=C1NC(=O)C(CCc2ccncc2)(CCc2ccccn2)C(=O)N1c1ccc(Br)cc1 (stereo not given)	14%
N#Cc1cccc(NC(=O)CSc2nc3c(cc2C#N)N2CCC3CC2)c1	3%
COc1ccccc1-n1c(-c2ccccc2F)nc2ccccc2c1=O	0%
Cc1ccc(OCC(=O)N2CCN(C3CCC(c4ccccc4)CC3)CC2)cc1 (stereo not given)	6%
O=c1[nH]c(=S)n(Cc2ccc(F)cc2)c(O)c1C=NCc1ccc2c(c1)OCO2	-5%
CC(=O)Nc1ccc([As](=O)(O)c2ccc([N+](=O)[O-])cc2)cc1	-1%
CCN(CCO)c1ccc(N=Cc2c(O)n(C)c(=S)[nH]c2=O)cc1	1%
Cn1cccc1/C=C1/C(=O)NC(=O)N(Cc2ccc(F)cc2)C1=O	2%
O=C(COC(=O)Cc1ccccc1)Nc1nnc(-c2ccccc2)o1	21%
COc1ccc(-n2c(O)c(/C=C3\C=Nc4ccc(Br)cc43)c(=O)[nH]c2=O)c(OC)c1	12%

2 records picked at random from those above, as already listed:
SMILES	aSyn tox rescue
CC(C)CCNC(=O)c1cc(C(=O)c2cc(Br)ccc2O)cn(CCC(C)C)c1=O	-43%[inhibitor]
CCN(CCO)c1ccc(N=Cc2c(O)n(C)c(=S)[nH]c2=O)cc1	1%

More records.
SMILES	aSyn tox rescue
COC(=O)c1ccc(NC(=O)c2cccn(Cc3ccccc3C)c2=O)cc1	2%
CC1(C)CN=C(NCc2ccccc2)S1	7%
Cc1cc(NC(=O)c2cccn(Cc3cccc([N+](=O)[O-])c3)c2=O)no1	-8%
N#CC1=C(N)Oc2c(c(=O)oc3ccccc23)C1c1ccc([N+](=O)[O-])o1 (stereo not given)	-10%
O=C(NCCO)c1nsnc1NCCCl	-1%
c1cc(C2N3CCCN2CC3)ccn1 (stereo not given)	-4%
COc1ccc(OC(=O)N(C)C[C@@H]2OCc3cnnn3CCCC(=O)N([C@H](C)CO)C[C@H]2C)cc1	-5%
O=C(COc1ccccc1)N1CCN(CC2CC=CCC2)CC1 (stereo not given)	-5%
O=c1c2ccccc2nc(/C=C\c2cccc(Br)c2)n1-c1ccc(O)cc1	-5%
O=C(Nc1ccc(F)c(Cl)c1)N(Cc1ccc2c(c1)OCO2)C1CCN(Cc2ccccc2)CC1	4%
N=c1sccn1Cc1ccccc1F	4%
Cc1cccc(-c2nc(CN3C(=O)CN=C(c4ccccc4)c4ccccc43)c(C)o2)c1	-21%
Cc1cccc(-n2c(O)c(C=NCCN3CCCCC3)c(=O)[nH]c2=O)c1	-12%
CCCCN=C[C@]12CCC(O)CC1(O)CCC1[C@@H]2CC[C@]2(C)[C@H](C3C=CC(=O)O3)CCC12O (stereo not given in full)	-8%
CCCC12CN3CCN(C1)CC(CCC)(C3)C2=O	5%
C/C(=N\N1CCCCCC1)c1c(O)n(-c2ccc(Cl)cc2)c(=O)[nH]c1=O	-14%
O=c1c2ccccc2nc(Cc2ccccc2)n1-c1ccccc1O	3%
O=c1[nH]c(CN2CC=C(c3ccccc3)CC2)nc2scc(-c3ccccc3)c12	15%
COc1ccc(CN2CCN(C(=O)Cc3ccccc3)CC2)cc1OC	-3%
COC(=O)C1=C(c2ccc(OCc3ccccc3)cc2)C[C@@H]2CC[C@H]1N2C(=O)NCc1ccc(F)cc1	-8%
Cc1cc(C)cc(-n2c(/C=C/c3cccc(F)c3)nc3ccccc3c2=O)c1	-2%
Cc1ncoc1C(=O)NCC1=C(c2ccc3ccccc3c2)C[C@@H]2CC[C@H]1N2Cc1ccco1	4%
Cc1ccc2scc(N3CCN(C)CC3)c(=O)c2c1	-48%[inhibitor]
OC(c1cccc(Cl)c1)(c1cccc(Cl)c1)C1CN2CCC1CC2 (stereo not given)	0%
COc1ccc(C(C)=O)cc1CN1CC=C(c2ccccc2)CC1	5%

Next compounds.
SMILES	aSyn tox rescue
COc1cc(C(c2c(O)c3ccccc3oc2=O)c2c(C)n(C)n(-c3ccccc3)c2=O)ccc1OCC(=O)O (stereo not given)	-8%
Cc1c(C(c2ccc(Cl)cc2Cl)c2c(O)c3ccccc3oc2=O)c(=O)n(-c2ccccc2)n1C (stereo not given)	7%
O=c1[nH]c(O)c(C=Nc2ccccc2Sc2ccccc2)c(=O)[nH]1	-8%
Cn1c(O)c(/C=C2\C=Nc3ccc(Br)cc32)c(=O)n(C)c1=O	8%
CC(=O)O[C@@]12CO[C@@H]1C[C@H](O)[C@@]1(C)C(=O)[C@H](O)C3=C(C)[C@@H](OC(=O)[C@H](O)[C@@H](NC(=O)c4ccccc4)c4ccccc4)C[C@@](O)([C@@H](OC(=O)c4ccccc4)C12)C3(C)C (stereo not given in full)	5%
CS(=O)(=O)c1ccc(C2=C(CNC(=O)c3ccc([N+](=O)[O-])cc3)[C@H]3CC[C@@H](C2)N3CCOc2ccccc2)cc1	-2%
Cc1cc(-n2c(/C=C/c3ccc(Br)s3)nc3ccccc3c2=O)ccc1Br	-9%
Cc1ccc(S(=O)(=O)N(C)C/N=C(\N)N[N+](=O)[O-])cc1	3%
CC(=O)O[C@H]1C(=O)[C@@]2(C)C([C@H](OC(=O)c3ccccc3)[C@]3(O)C[C@H](OC(=O)[C@H](O)[C@@H](NC(=O)Cc4ccccc4)c4ccccc4)C(C)=C1C3(C)C)[C@]1(OC(C)=O)CO[C@@H]1C[C@@H]2O (stereo not given in full)	-11%
CC(C)c1ccccc1NC1=NCCCS1	0%
COc1ccccc1-n1c(/C=C/c2ccccc2)nc2ccccc2c1=O	5%
CCn1c(O)c(/C=N/NC(=O)c2ccccc2)c(=O)n(CC)c1=S	-12%
Cc1ccc(NC(=O)N(Cc2ccc3c(c2)OCO3)C2CCN(Cc3ccccc3)CC2)cc1F	2%
CS(=O)(=O)c1ccc(C2=C(CNC(=O)c3ccncc3)[C@H]3CC[C@@H](C2)N3CCOc2ccccc2)cc1	5%
CC(C)c1ccc(OCC(=O)N2CCN(CCc3ccncc3)CC2)cc1	2%
COc1cc(OC)cc(C2(C#N)CCN(C)CC2)c1	-1%
Cc1ccc2c(=O)n(-c3cccc(Cl)c3)c(=O)[nH]c2c1	8%
Cc1cc(Oc2ccc(C(F)(F)F)cc2[N+](=O)[O-])c2c3c(c(=O)oc2c1)CCC3	-2%
COCc1cc(OC(=O)N(C)C)nc(-c2ccc(C)c(Cl)c2)n1	-4%
O=[N+]([O-])c1ccc(NC2CCN(Cc3ccccc3)CC2)c2ccncc12	5%
O=c1c2ccccc2[nH]c(=S)n1-c1cccc(Cl)c1	5%
Cc1ccc(-n2c(/C=C/c3cccs3)nc3ccccc3c2=O)cc1C	-11%
O=C(OCCN1CCOCC1)C1(c2ccccc2)CCCC1	6%

From PubChem

A portion of the library; the hit share may differ from the screen's.
